Screens as filed in PubChem BioAssay.
Pol eta inh: inhibitors of human DNA polymerase eta; AID 588591; recombinant Pol eta, fluorescent DNA replication assay; Potency, µM (titrated, usually from 114 µM), for the others: at the highest dose activity change, negative = inhibition, usual class: inhibitors; 390,000 tested, 1.2% active; note: potency is the fitted concentration of half-maximal effect; % is set by controls: 0 for no effect and ±100 for the full control effect
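Pol eta (10 nM) was preincubated with compounds for 15 min at room temperature, after which fluorescent replication substrate (50 nM final) was added to start the reaction. Fluorescence was read kinetically at 0 and 10 min.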
JMJD2A Tudor inh: blocks the human JMJD2A Tudor domain. O75164. AlphaScreen JMJD2A-Tudor / H3K4me3 peptide binding. Potency, µM (doses to about 114 µM), inactives show at the highest dose activity change, negative = inhibition, usual class: inhibitors. 390,000 tested, 4.4% active. AID 504339; note: potency is the fitted concentration of half-maximal effect; % is set by controls: 0 for no effect and ±100 for the full control effect; nearly all actives have a fitted effect of over 50% in size
Target sequence (O75164 whole entry, looked up, the tested form may be a part): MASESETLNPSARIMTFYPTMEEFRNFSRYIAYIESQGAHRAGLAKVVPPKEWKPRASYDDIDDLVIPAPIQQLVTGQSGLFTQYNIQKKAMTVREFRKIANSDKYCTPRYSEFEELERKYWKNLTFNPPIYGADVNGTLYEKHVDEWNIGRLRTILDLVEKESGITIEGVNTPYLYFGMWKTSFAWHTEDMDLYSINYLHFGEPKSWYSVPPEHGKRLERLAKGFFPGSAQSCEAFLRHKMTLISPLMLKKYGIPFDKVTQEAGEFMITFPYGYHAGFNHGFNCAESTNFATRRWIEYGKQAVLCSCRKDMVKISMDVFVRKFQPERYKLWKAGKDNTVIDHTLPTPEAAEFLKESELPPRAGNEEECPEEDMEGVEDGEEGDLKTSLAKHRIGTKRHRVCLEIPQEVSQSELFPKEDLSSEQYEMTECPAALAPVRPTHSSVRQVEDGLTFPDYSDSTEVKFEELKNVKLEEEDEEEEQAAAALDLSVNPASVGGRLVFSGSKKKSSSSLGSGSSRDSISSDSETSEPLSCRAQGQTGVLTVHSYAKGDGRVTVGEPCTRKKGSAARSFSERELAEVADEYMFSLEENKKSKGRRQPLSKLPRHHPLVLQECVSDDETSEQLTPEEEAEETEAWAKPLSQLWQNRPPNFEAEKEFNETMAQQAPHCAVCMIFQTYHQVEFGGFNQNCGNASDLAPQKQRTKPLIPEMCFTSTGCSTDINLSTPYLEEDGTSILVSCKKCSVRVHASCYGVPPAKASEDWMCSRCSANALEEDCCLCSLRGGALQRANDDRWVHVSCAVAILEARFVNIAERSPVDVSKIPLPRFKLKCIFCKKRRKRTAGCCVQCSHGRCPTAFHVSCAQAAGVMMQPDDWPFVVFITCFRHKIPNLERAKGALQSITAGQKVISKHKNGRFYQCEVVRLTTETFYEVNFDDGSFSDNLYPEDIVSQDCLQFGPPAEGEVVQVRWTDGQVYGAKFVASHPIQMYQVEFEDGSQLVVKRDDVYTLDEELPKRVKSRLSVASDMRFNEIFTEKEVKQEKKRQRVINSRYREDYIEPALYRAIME
PI4K2A inh: inhibitors of human PI4K2A. Q9BTU6. purified PI4K2A, ADP-Glo luminescence, 1 h; stronger effect = lower value. activity change, negative = inhibition, % at 76.9 µM. 420,000 tested, 0.13% active. AID 1346378; in the data active = activity change below about -50%; inconclusive = mostly about -30% to -49%;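 note: -100% = wells without enzyme as full effect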
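PI4K2A activity was measured by ADP-Glo luminescence: enzyme (4 ug/mL stock) and phosphatidylinositol (1.2 mM stock) in Tris pH 7.5/MgCl2/EGTA/Triton X-100 buffer were reacted with ATP (300 microM stock) for one hour at ambient temperature.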
BAZ2B inh: inhibitors of human BAZ2B bromodomain; Potency, µM (series often up to 114 µM), without a hit: top-dose activity change, negative = inhibition, most hits filed as inhibitors; AID 504333; 360,000 tested, 4.4% active; AlphaScreen BAZ2B-H3K14Ac peptide displacement; Q9UIF8; note: potency is the fitted concentration of half-maximal effect; % is set by controls: 0 for no effect and ±100 for the full control effect; nearly all actives have a fitted effect of over 60% in size
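AlphaScreen luminescence quantifies BAZ2B engagement of H3K14Ac peptide; the protein and biotinylated peptide are both at 50 nM final, buffer PBS pH 7.4 with 0.01% Tween-20, all steps at room temperature.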
G9a block: inhibitors of human histone lysine methyltransferase G9a; Potency, µM (doses to about 102 µM), for inactives: top-dose activity, negative = inhibition, actives largely listed as inhibitors; AID 504332; 350,000 tested, 8.8% active; Q96KQ7; G9a H3K9 monomethylation, AlphaScreen, 2 h; note: potency is the fitted concentration of half-maximal effect; % is set by controls: 0 for no effect and ±100 for the full control effect; nearly all actives have a fitted effect of over 75% in size
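Methyltransferase reactions run at room temperature for 2 h (20 nM enzyme, 500 nM biotin-H3K9 peptide, 20 uM SAM) after a 15 min compound preincubation; product detected by AlphaScreen beads and anti-H3K9me1 antibody.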
Pin1 inhibitor: inhibitors of human Pin1 | Pin1 FP peptide displacement, HiFluor488, 10 min | Potency, µM (series often up to 115 µM), for the others: at the top dose activity, negative = inhibition, most hits filed as inhibitors | 390,000 tested, 0.009% active | AID 504891; active = well fitted inhibition curve with a large enough effect in the polarisation, with a control signal flat, not every such curve was filed as active; inconclusive = small, poorly fitted or top-dose-only effect, or effect the other way, or a change in a side signal; inactive = no such curve, though single readings can be large or run the other way; the % refers to the polarisation; note: potency is the fitted concentration of half-maximal effect; % is set by controls: 0 for no effect and ±100 for the full control effect
PGK inhibitor: T. brucei PGK inhibition; P07378; Potency, µM (titrated, usually from 57.5 µM), inactives show top-dose activity change, negative = inhibition, hits mostly inhibitors; 380,000 tested, 0.043% active; PGK/GAPDH coupled, Kinase-Glo luminescence, 60 min; note: potency is the fitted concentration of half-maximal effect; % is set by controls: 0 for no effect and ±100 for the full control effect; nearly all actives have a fitted effect of over 60% in size
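Luminescent ATP detection (Kinase-Glo Plus) follows a 60-minute room-temperature incubation, with wells lacking PGK as controls. Buffer: 100 mM TEA (pH 7.6), 5 mM MgCl2, 0.01% Tween-20. Coupling enzyme GAPDH (100 nM final) supplies unstable 1,3-BPG in-well.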
GLS inh: inhibitors of human glutaminase (GLS); O94925; GLS enzymatic activity, qHTS titration; Potency, µM (series often up to 45.5 µM), for inactives: at the highest dose activity change, negative = inhibition, most hits filed as inhibitors; 410,000 tested, 0.21% active; AID 624170; note: potency is the fitted concentration of half-maximal effect; % is set by controls: 0 for no effect and ±100 for the full control effect
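hKGA in 45 mM KH2PO4 pH 8.2, 0.02% Tween-20 with pin-transferred compounds; 1 mM L-glutamine (stock) plus glutamate oxidase/HRP/Amplex Red coupling added. Fluorescence read initially and after 30 min at RT.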
HP1b chromo inh: inhibitors of HP1-beta chromodomain binding to methylated histone tails; P83916; AlphaScreen HP1-beta / biotin-H3K9me3 peptide binding; Potency, µM (titrated, usually from 114 µM), for inactives: top-dose activity change, negative = inhibition, hits mostly inhibitors; 390,000 tested, 0.56% active; note: potency is the fitted concentration of half-maximal effect; nearly all actives have a fitted effect of over 70% in size; inactives centre near 23
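HP1-beta protein (50 nM final) preincubated 30 min at room temperature with biotinylated H3(1-18)K9me3 peptide (50 nM) in PBS pH 7.4, 0.01% Tween-20, then compound added for 30 min. AlphaScreen streptavidin donor/nickel chelate acceptor beads (10 ug/mL final), 30 min dark, luminescence read.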
Starred values were filed as active, the others as inactive; i = inactive; u = inconclusive; x = not tested or not shown; [ ] = another dose, or the depositor's remark. Unless noted, calls come from the whole dose curve; as a rule, active = well fitted curve in the direction sought with a large enough effect; inconclusive = small, poorly fitted or top-dose-only effect, or another doubt; inactive = no such curve, though single readings can be large; an effect the other way counts as inactive or inconclusive.

SMILES	Pol eta inh	JMJD2A Tudor inh	PI4K2A inh	BAZ2B inh	G9a block	Pin1 inhibitor	PGK inhibitor	GLS inh	HP1b chromo inh
CCN(CC)S(=O)(=O)c1cc(C(=O)O)ccc1OC	-12.4%	3.5%	-3.5	-16.9%	-36.2%	-8.2%	i	11.0%	25.7%
C=CCNC(=S)Nc1ccc(Cl)cc1	6.8%	-4.5%[11.4 µM]	2.3	-5.4%	24.4%	2.2%	9.4%	2.7%	16.9%
CN1CCN(C2=Cc3cc(Cl)ccc3Sc3cc(F)ccc32)CC1	-5.1%	56.2µM*	14.5	22.4µM*	12.6µM*	0.9%	-2.6%	5.1%	-45.6%
Cc1cccc(-n2nnc(C(=O)NCc3ccccn3)c2N)c1	3.1%	-4.3%	2.5	-1.9%	18.4%[59 µM]	-2.1%	7.5%	9.4%	31.9%
Cc1c(N2CCCC2)cc2c(c1NC(=O)c1ccccc1Cl)C(C)(C)CC2(C)C	-7.9%	-33.8%	-0.5	-36.6%	28.2µM*	5.2%	0.0%	13.5%	6.2%
COc1cccc(CN=c2c([N+](=O)[O-])nn(-c3ccccc3C)n2O)c1	-2.9%	-26.9%	-0.5	-1.0%	-0.3%	-22.3%	-5.2%	9.7%	-3.3%
CC(=O)Nc1ccc(S(=O)(=O)Nc2cccc(S(=O)(=O)N(C)c3ccccc3)c2)cc1	-6.6%	-13.1%	-0.8	5.0%	0.5%	0.8%	7.4%	14.8%	11.7%
CCCCCOC(=O)c1ccc(NC(=O)c2cccc(NC(=O)c3ccccc3C(=O)O)c2)cc1	-4.1%	-6.6%	1.6	u	x	-2.2%	-2.3%	8.8%	17.8%
O=C(O)c1cccn2c(=O)c3ccccc3nc12	u	79.4µM*	-11.0	u	u	0.1%	0.7%	-24.4%	6.1%
Oc1c(Br)cc(/C=N/Nc2ccc(Cl)nn2)cc1Br	22.4µM*	u	7.9	50.1µM*	39.8µM*	-4.5%	-13.7%	u	u
O=S(=O)(NCCc1csc(-c2ccccc2)n1)c1ccc2c(c1)OCCO2	u	-12.8%	-2.0	9.4%	20.6%[12.7 µM]	-8.0%	-5.6%	-13.5%	14.2%
CCOC(=O)c1c(NC(=O)C[n+]2ccccc2)sc2c1CCCC2	-15.6%	-19.5%	-1.2	u	u	-10.5%	3.6%	3.9%	23.4%
CCN(CC)S(=O)(=O)c1cc(OCC(N)=O)c(C)cc1Cl	-15.0%	-6.2%	-3.4	-13.7%	2.5%[59 µM]	1.5%	i	-4.3%	22.5%
Cc1ccc(-n2ncc(C(=O)NCC3CCN(C4CCCC4)C3)c2C2CCN(C(=O)OC(C)(C)C)CC2)cc1 (stereo not given)	-8.0%	-30.4%	3.5	u	70.8µM*	3.2%	5.1%	-19.6%	46.7%[activator]
Cc1ccc(C(=O)Nc2ccccc2[N+](=O)[O-])cc1S(=O)(=O)N1CCOCC1	-23.0%	-35.4%	0.8	-35.6%	-44.5%[59 µM]	-1.3%	-0.9%	0.0%	-1.5%[57 µM]
COC(=O)c1cc(C#N)c(NCc2ccc(Cl)cc2Cl)nc1C	-11.5%	3.4%	7.5	9.0%	23.1%	5.0%	-0.1%	-2.8%	14.0%
Cc1ccc(NC(=O)CNC(=O)c2ccc(C)s2)nc1	-19.8%	-4.1%	-3.7	7.1%	-37.5%	2.5%	3.5%	-2.3%	25.4%
O=C(O)c1cccc(S(=O)(=O)N2CCN(Cc3ccc4c(c3)OCO4)CC2)c1	2.0%	-15.7%	0.5	6.1%	-9.9%	-2.7%	-3.4%	0.0%	-11.4%
N#CCc1nn2c3c(cnc2c1C#N)C(=O)CCC3	-9.0%	-22.0%	-6.7	-27.2%	44.7µM*	-13.4%	1.9%	0.1%	-12.9%
O=C1/C(=C\c2ccc(Br)cc2)SC(=S)N1NS(=O)(=O)c1ccccc1	50.1µM*	u	6.3	-9.2%	7.9%	-22.6%	-2.4%	3.8%	-8.7%

Reprinted from the listing for reference:
SMILES	Pol eta inh	JMJD2A Tudor inh	PI4K2A inh	BAZ2B inh	G9a block	Pin1 inhibitor	PGK inhibitor	GLS inh	HP1b chromo inh
O=S(=O)(NCCc1csc(-c2ccccc2)n1)c1ccc2c(c1)OCCO2	u	-12.8%	-2.0	9.4%	20.6%[12.7 µM]	-8.0%	-5.6%	-13.5%	14.2%
CCOC(=O)c1c(NC(=O)C[n+]2ccccc2)sc2c1CCCC2	-15.6%	-19.5%	-1.2	u	u	-10.5%	3.6%	3.9%	23.4%
CCN(CC)S(=O)(=O)c1cc(OCC(N)=O)c(C)cc1Cl	-15.0%	-6.2%	-3.4	-13.7%	2.5%[59 µM]	1.5%	i	-4.3%	22.5%

Printed as active in Pol eta inh, among the entries above:
SMILES	Pol eta inh	JMJD2A Tudor inh	PI4K2A inh	BAZ2B inh	G9a block	Pin1 inhibitor	PGK inhibitor	GLS inh	HP1b chromo inh
Oc1c(Br)cc(/C=N/Nc2ccc(Cl)nn2)cc1Br	22.4µM*	u	7.9	50.1µM*	39.8µM*	-4.5%	-13.7%	u	u
O=C1/C(=C\c2ccc(Br)cc2)SC(=S)N1NS(=O)(=O)c1ccccc1	50.1µM*	u	6.3	-9.2%	7.9%	-22.6%	-2.4%	3.8%	-8.7%

(listing goes on)
SMILES	Pol eta inh	JMJD2A Tudor inh	PI4K2A inh	BAZ2B inh	G9a block	Pin1 inhibitor	PGK inhibitor	GLS inh	HP1b chromo inh
Cn1c2ccccc2c(=O)c2c(=O)n(-c3ccc(F)cc3)c(-c3cccs3)nc21	2.5%	-21.7%	9.2	-3.0%	x	5.1%	-0.7%	6.5%	22.3%
COc1ccc(CCNC(=O)CCc2c(C)c3cc4c(C)coc4c(C)c3oc2=O)cc1OC	-13.1%	-18.9%	1.5	2.5%	0.0%[59 µM]	-2.9%	i	-3.8%	34.5%
O=C(O)CS(=O)(=O)CC(=O)O	-13.3%	u	0.4	79.4µM*	u	0.4%	-7.2%	6.4%	6.4%
Cc1ccccc1-n1c(C)nnc1SCC(=O)NNC(=O)c1ccccc1	-3.2%	-9.7%	-2.8	-7.7%	5.4%[59 µM]	-0.7%	-6.7%	13.9%	24.7%
Clc1cccc(/C=N/N2CCN(Cc3ccccc3)CC2)c1	-18.5%	50.1µM*	-0.6	39.8µM*	44.7µM*	-3.2%	-11.1%	-9.6%	u
CCCCNC(=O)N1CCN(C(=O)C2CCCO2)CC1 (stereo not given)	-13.2%	-3.5%	1.6	-2.5%	-7.2%	-4.2%	-0.1%	-4.1%	55.8%[activator]
O=C(COC(=O)CNC(=O)c1ccccc1)Nc1ccc(S(=O)(=O)N2CCOCC2)cc1	-15.9%	-11.3%	-1.6	-4.5%	11.2%	-7.8%	-8.4%	7.5%	18.0%
Cc1cccc(OC(=O)c2cc(-c3ccc4c(c3)OCCO4)on2)c1C	-17.2%	24.8%	-1.8	-23.8%	u	23.5%	i	-4.0%	65.3%[activator]
CCOC(=O)c1c(NC(=O)/C=C/C(=O)O)sc(C)c1-c1ccc(Cl)cc1	79.4µM*	-5.8%	-17.1	u	19.2%[12.7 µM]	18.6%	-17.5%	-0.2%	18.3%
CC1CCCc2sc3nc(SCC(=O)c4ccc(Br)cc4)nc(N)c3c21 (stereo not given)	-11.9%	-11.4%	-0.4	-19.2%	u	14.1%	1.8%	2.1%	29.8%
CC1(C)C(=O)Nc2ccccc2N1C(=O)COC(=O)C12CC3CC(CC(O)(C3)C1)C2	14.1µM*	-35.4%	-3.8	-35.1%	-37.4%[59 µM]	u	-2.4%	-11.4%	6.7%
Cc1nn(Cc2ccccc2)c(C)c1C(=O)NCCN1C(=O)S/C(=C\c2ccccc2)C1=O	-23.7%	u	1.6	-7.7%	12.9%[59 µM]	0.9%	i	-9.5%	12.6%
COc1ccc(C(C#N)=Cc2ccc(OC)c(OC)c2)cc1	-5.0%	x	-4.8	x	x	x	-7.5%	1.6%	x
CCN(CC(=O)NCc1ccc(F)cc1)C(=O)COc1ccccc1[N+](=O)[O-]	-12.3%	10.1%	6.2	x	x	0.0%	-1.1%	-8.8%	26.7%
CCOc1ccc(/C=N/NC(=O)C(=O)NCc2ccco2)cc1	-18.5%	-12.3%	-1.5	-2.8%	5.1%	3.9%	i	0.4%	10.3%
Cc1ccc(CNC(=O)c2nc(S(=O)(=O)Cc3ccc(C)cc3)ncc2Cl)cc1	-2.0%	4.4%	1.7	0.2%	-28.5%[59 µM]	u	10.1%	-5.5%	42.7%[activator]
CN1CCN(c2nc3c(c(=O)n(C)c(=O)n3C)n2Cc2ccc(Cl)cc2)CC1	-16.8%	-1.8%	-1.2	5.1%	3.2%[0.501 µM]	-8.1%	-9.0%	-4.1%	46.7%[activator]
Nc1c(C(=O)O)sc2nc(-c3ccccc3)cc(-c3ccc(F)cc3)c12	-19.0%	-29.7%	-2.0	-1.2%	-19.7%	u	i	28.5%	27.6%
COc1ccc(Br)cc1CNC(=O)CCCn1c(=O)c2cccn2c2ccccc21	1.3%	-7.2%	1.9	-3.3%	-5.6%[59 µM]	3.6%	4.7%	0.4%	27.5%
CC(C)C(=O)NC(NC(=S)NC1CCS(=O)(=O)C1)C(Cl)(Cl)Cl (stereo not given)	-9.3%	1.2%	2.3	0.0%	u	-7.7%	8.9%[11.5 µM]	-3.2%	22.9%
Cn1c(=O)c2cc(S(=O)(=O)NC(C(=O)NC3CCCCC3)c3ccccc3)ccc2n(C)c1=O (stereo not given)	0.1%	-10.6%	2.3	10.8%	18.8%	0.3%	-6.6%	-0.5%	45.0%[activator]
O=C(/C=C/c1cccnc1)c1ccccc1O	-4.0%	0.0%	6.8	-26.2%	35.5µM*	2.2%	i	-10.1%	38.4%

An excerpt, so the mix of outcomes need not match the whole.
